Compound activity from PubChem.
OX1R antag-1 – OX1R (human) antagonism; OX1R-expressing cells, FRET antagonist read-out; 330,000 tested, 1.8% active; inhibition, % at 6.6 µM; AID 485270; in the data active = inhibition mostly above about 38%, no sharp cut-off; inactive = mostly below about 40%;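 note: 0% = agonist challenge alone and 100% = reference antagonist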
Target sequence (O43613 whole entry, looked up): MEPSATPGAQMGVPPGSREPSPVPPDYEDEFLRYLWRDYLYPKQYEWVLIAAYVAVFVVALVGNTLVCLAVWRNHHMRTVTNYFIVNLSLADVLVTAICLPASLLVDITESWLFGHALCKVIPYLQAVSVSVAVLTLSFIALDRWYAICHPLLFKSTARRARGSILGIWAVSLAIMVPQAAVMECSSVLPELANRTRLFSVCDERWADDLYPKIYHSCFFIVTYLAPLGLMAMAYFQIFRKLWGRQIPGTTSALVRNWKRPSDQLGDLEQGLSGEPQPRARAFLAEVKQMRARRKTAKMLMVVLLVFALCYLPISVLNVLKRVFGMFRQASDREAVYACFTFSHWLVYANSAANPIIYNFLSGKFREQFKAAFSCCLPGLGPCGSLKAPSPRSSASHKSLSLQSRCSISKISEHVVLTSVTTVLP
OX1R antag-2 – blocks the human orexin 1 receptor; O43613; CHO/OX1R cells, Fluo-8 calcium fluorescence, orexin A; inhibition, % at 5 µM; 330,000 tested, 0.43% active; AID 434989;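 active = inhibition above its plate's threshold, mean inhibition of all tested compounds on the plate plus 3 SD, cut at about 37% in these data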;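 note: 0% = orexin A challenge wells and 100% = SB-334867-A antagonist wells; not every result past the cut was called active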
An asterisk follows results filed as active.

SMILES	OX1R antag-1	OX1R antag-2
C=CCn1c(N)c(S(=O)(=O)c2cccs2)c2nc3ccccc3nc21	15	-17
COC(=O)c1c(=O)n(O)c2ccc(OC)cc2[n+]1[O-]	88*	-12
O=C(NCc1ccc(F)cc1)c1ccc(N2CCc3ccccc32)c([N+](=O)[O-])c1	27	3
COc1ccccc1CNc1cncnc1	-6	-35
O=C(NCc1cccnc1)c1ccc(COc2cccc3ccccc23)o1	44	-16
O=C(CCC1CCCN(C(=O)c2ccsc2)C1)N1CCN(c2ccccn2)CC1 (stereo unspecified)	7	-27
CCc1c(C(=O)O)[nH]c2ccc(Br)cc12	-11	4
CCC(C)c1ccccc1N1CC(C(=O)Nc2cccc(S(=O)(=O)N3CCOCC3)c2)CC1=O (stereo unspecified)	8	-15
Cc1nn(-c2ccccc2)c2[nH]c(C(F)(F)F)cc(=O)c12	70	-10
CC(C)NC(=O)NC(=O)COC(=O)C1CCCN1C(=O)c1cccs1 (stereo unspecified)	5	-4
CC(C)(O)c1[nH]c2cc(F)ccc2c1C(C)(C)O	30	-5
CC(C)c1ccc(C(=O)Nc2nnc(S(=O)(=O)N3CCCCC3)s2)cc1	13	-15
CNC(=O)c1nnn(Cc2ccccc2)c1NC(=O)C(F)(F)F	15	6
CCN1C(=O)[C@H]2[C@@H](c3ccc(Cl)cc3)N3C(=O)CN(CC4CC4)C(=O)[C@@]3(C)[C@H]2C1=O	8	-5
CC(C)(C)OC(=O)N1Cc2cc3ccccc3nc2C1CO (stereo unspecified)	-7	-21
N#Cc1c(NC(=O)Cn2cnc3ccccc3c2=O)oc(-c2ccccc2)c1-c1ccccc1	32	-12
O=C(OCC(=O)N1CCCCC1)c1cccs1	10	-1
C=CCN1CCN(C(=O)c2ccc3c(c2)OCO3)CC1	2	-5
Cc1ccc(SCc2c(C(=O)N/N=C/c3cccnc3)nnn2-c2nonc2N)cc1	42	9
O=c1/c(=C\c2ccc(F)cc2)sc2n1CCCN=2	34	-15
Cc1cccc2c1N(CC(=O)OC(C)C)C(=O)C2=O	6	-16
CCOC(=O)C1CCC(CN(Cc2ccccc2C)S(=O)(=O)c2ccc([N+](=O)[O-])cc2)CC1 (stereo unspecified)	14	-20
CN(C)C(=O)N=NC(=O)N(C)C	10	-10
C[C@H](CO)N1C[C@H](C)[C@@H](CN(C)C(=O)NC2CCCCC2)Oc2c(NC(=O)c3ccncc3)cccc2C1=O	7	-18
Cc1ccccc1CN1CCC(n2nccc2NC(=O)CCOc2ccccc2)CC1	2	-16
O=C(CCN1C(=O)c2ccccc2S1(=O)=O)Nc1ccc(C(=O)O)cc1	4	-3
CCc1ccc(NC(=O)CCS(=O)(=O)c2cccc3nsnc23)cc1	56	-31
O=C(CCc1nnc(-c2ccccc2)o1)NCc1c(F)cccc1F	16	-19
CC(C)[C@H](NC(=O)c1ccccc1F)C(=O)Nc1nc2c(s1)CCCC2	21	-30
COc1cc(NC(=O)c2cc3c(CO)cnc(C)c3oc2=Nc2cccc(C(N)=O)c2)cc(OC)c1	15	-4
O=C(Nc1nn[nH]n1)C12CC3CC(CC(C3)C1)C2	30	10
Cc1ccc(NC(=O)COc2ccc(Br)cc2CO)cc1S(=O)(=O)N1CCOCC1	1	-11
COc1ccc(/C(C)=N/NC(=O)CNC(=O)C(c2ccccc2)c2ccccc2)c(OC)c1	12	-17
O=C(Nc1cccc(F)c1)NC1CC2CCCC(C1)N2C1CC1 (stereo unspecified)	9	-26
COc1ccc(Cl)cc1NS(=O)(=O)c1cn(C)nc1C	12	-11
CSc1ccccc1NS(=O)(=O)c1ccccc1	12	-8
Cc1ccc(-c2nn3c(C)nnc3c3ccccc23)cc1S(=O)(=O)NC(C)(C)CO	16	-39
O=C(NCc1ccccc1)c1onc(CSc2ccc(F)cc2)c1C(=O)NCCCN1CCOCC1	5	-24
NC(=O)c1cc(Cl)cn(-c2ccccc2)c1=O	15	-17
COc1ccc(OC)c(NC(=O)CCC(=O)N(Cc2ccc(OC)c(OC)c2)c2nccs2)c1	9	-28
CCCCN(C(=O)C1CCCO1)c1c(N)n(CCC)c(=O)[nH]c1=O (stereo unspecified)	3	-2
CN1c2ccccc2Oc2nnc(Cl)cc21	20	-5
CCOC(=O)N(C)S(=O)(=O)c1ccccc1[N+](=O)[O-]	22	-2
C/C(=C(/CCO)SSCC1CCCO1)N(C=O)Cc1cnc(C)nc1N (stereo unspecified)	4	-8
CCOC(=O)N1CCN(C(=O)c2ccc(Cl)c(S(=O)(=O)Nc3ccccc3)c2)CC1	-5	-42
Cc1ccc(CNC(=O)C2CCC(CNS(=O)(=O)c3cccs3)CC2)cc1 (stereo unspecified)	5	-13
Cc1ccc(SCC(=O)OCC(=O)N(C)CC(=O)Nc2ccccc2Cl)cc1	7	-11
CCC(=O)NC(c1ccc(OC)cc1)c1cc(Cl)c2cccnc2c1O (stereo unspecified)	14	-26
CCOC(=O)c1c(/N=C/C2=C(O)CC(C)(C)CC2=O)sc(C)c1C	16	-19
Oc1[nH]c2ccc(Br)cc2c1N=Nc1ccc(F)cc1	3	-31
CCCCN(CCCC)CCCNC(=O)c1ccc2nc(-c3ccccc3NC(C)=O)c(=O)[nH]c2c1	28	-17
CCn1ccnc1CNC(=O)c1ccc2oc(C(C)C)nc2c1	8	-15
O=C(O)c1cccc(S(=O)(=O)NCC2COc3ccccc3O2)c1 (stereo unspecified)	1	-17
COc1cccc(NC(=O)CSc2nnc(Cc3cccn3C)n2-c2ccc(F)cc2)c1	16	-18
O=C(NNC(=O)c1cccc(-n2cnnn2)c1)c1ccccc1	8	-20
COc1ccc(C(OCC(O)CN2CCC(O)CC2)c2ccc(OC)cc2)cc1 (stereo unspecified)	9	-6
FC(F)(F)c1cccc(Oc2nc(-c3ccccc3)nnc2C(F)(F)F)c1	2	1
Cn1cc(Cl)c(C(=O)NNC(=S)Nc2cccc(Cl)c2)n1	20	-14
Cc1cccc(CN2CCC(C(=O)Nc3ccc(-n4nc(C)cc4C)cc3)CC2)n1	29	-28
O=C(Nc1ccc2c(c1)OCO2)Nc1ccc(Br)cn1	-1	9

Next part
SMILES	OX1R antag-1	OX1R antag-2
O=S(=O)(c1cccc(COc2c(Cl)cccc2Cl)c1)N1CCOCC1	25	-11
COc1cc(CNCCCN2CCOCC2)ccc1OCC(=O)NC(C)(C)C	11	-10
CN1CCN(Cn2cc(/C=C/C(=O)c3ccccc3)c3ccccc32)CC1	40*	14
Cc1ccc([N+](=O)[O-])cc1NC(=O)C(C)NS(=O)(=O)c1ccc(F)cc1 (stereo unspecified)	18	-11
CCC(=O)c1ccccc1OCCN1CCN(Cc2ccccc2)CC1	11	-29
CC1CN(C(=S)Nc2ccc(F)cc2F)CC(C)O1 (stereo unspecified)	16	-14
C/C=C/C(=O)Nc1cccc(C2=NOC3(C2)C[C@@H](C(N)=O)N(C(=O)c2cc([N+](=O)[O-])cc([N+](=O)[O-])c2C)C3)c1 (stereo partly specified)	22	-4
CC(NC(=O)C1CCN(C(=O)Nc2ccccc2)CC1)c1ccccc1Cl (stereo unspecified)	5	-3
COc1ccccc1N=C1SCC(=O)N1c1ccccc1OC	7	-18
CCOC(=O)CSc1nc(N2CCOCC2)c2c(c1C#N)CC(C)(C)N(C)C2	46*	-31
COc1cc2c(cc1OC)[C@@H](NC(=O)Cc1ccc(F)cc1)[C@H](OCc1ccccc1)C2	16	-14
Cc1ccc(-n2[nH]c(=O)c(-c3ccccn3)c2C)cc1	21	0

Fetched by structure from the entries so far:
SMILES	OX1R antag-1	OX1R antag-2
Cc1ccccc1CN1CCC(n2nccc2NC(=O)CCOc2ccccc2)CC1	2	-16
COc1cc(NC(=O)c2cc3c(CO)cnc(C)c3oc2=Nc2cccc(C(N)=O)c2)cc(OC)c1	15	-4
C=CCN1CCN(C(=O)c2ccc3c(c2)OCO3)CC1	2	-5

More results.
SMILES	OX1R antag-1	OX1R antag-2
FC(F)(F)c1ccccc1NC1=NCCC1	13	-3
O=C(C[n+]1ccccc1)N/N=C/c1ccc(C(=O)O)cc1	0	4
O=C(c1ccccc1)c1ncc(C(F)(F)F)cc1Cl	6	-4
CCNC(=S)NNC(=O)CC(C)C	7	-8
O=C(Nc1nc(-c2ccccc2)cs1)c1cccnc1	-1	-10
COc1cc(C(=O)OCC(=O)Nc2cc(C)on2)c([N+](=O)[O-])cc1OC	19	-36
O=C(N/N=C\c1ccc([N+](=O)[O-])s1)C1COc2ccccc2O1 (stereo unspecified)	22	-24
C/C=C(\C)CN1CCCC(N(C)CCc2ccc(OC)c(OC)c2)C1 (stereo unspecified)	3	-31
O=C1CSC(c2ccccc2[N+](=O)[O-])N1c1ccc(O)cc1 (stereo unspecified)	7	5
COc1ccc(OC)c(NC(=O)C2CCCN(S(=O)(=O)c3cccc4nonc34)C2)c1 (stereo unspecified)	11	-6
COc1ccc(CNC(=O)C(OC(C)=O)c2ccccn2)cc1 (stereo unspecified)	21	-5
Clc1ccc(-c2cc3ccccc3nc2N2CCCC2)cc1	35	-41
COc1ccc(NC(=O)CN2CCC3(O)CCCCC3C2c2cc(OC)ccc2OC)cc1 (stereo unspecified)	9	-9
O=S(=O)(NCC(c1cccnc1)N1CCN(Cc2ccccc2)CC1)c1ccc(F)cc1 (stereo unspecified)	5	-28
C[C@H](CO)N1C[C@H](C)[C@@H](CN(C)C(=O)NC2CCCCC2)Oc2ccc(NS(=O)(=O)c3cn(C)cn3)cc2C1=O	-6	14
Cc1cc(/C=C(/C#N)C(=O)Nc2ccccc2)c(C)n1-c1cccnc1	15	-23
CC1CCCC(NC(=O)C2CC(=O)N(Cc3ccccc3)C2)C1C (stereo unspecified)	9	-5
CC(C)c1ccccc1NCC(=O)N1CCN(Cc2ccccc2)CC1	8	-21
O=C(COC(=O)c1ccccc1NC(=O)c1ccco1)NC1CC1	10	-7
COCCNC(=O)C(c1ccccc1C)N(CCOC)C(=O)Cn1nnc2ccccc21 (stereo unspecified)	11	-13
O=C(Cc1c(F)cccc1Cl)N1CCN(C(=O)c2ccco2)CC1	0	3
COc1cc(NS(=O)(=O)c2c(C)oc3c(F)c(F)c(F)c(F)c23)cc(OC)c1OC	6	-16
COc1cc(/C=N/NC(=O)COc2c(C)cc([N+](=O)[O-])cc2C)ccc1OC(=O)c1ccccc1	19	-10
COc1ccc(N2CCN(C(CNC(=O)C(=O)NCC3CCCO3)c3ccco3)CC2)cc1 (stereo unspecified)	-13	-14
CCN(CC)c1ccc(NC(=O)CSc2ccsc2[N+](=O)[O-])c(C)c1	16	-18
CCc1nn(C(C)C(=O)N2CC(C)CC(C)C2)c(=O)c2cc3occc3n12 (stereo unspecified)	15	-29
Cn1c(N)c(C(=O)Nc2ccc3ccccc3c2)sc1=S	34	3
O=C(Cn1nc(C(=O)O)c2ccccc2c1=O)Nc1cccc(S(=O)(=O)N2CCCCCC2)c1	32	43*
CCOCCCNC(=O)c1cc(-c2cccnc2)nc2ccc(S(=O)(=O)N3CCC(C)CC3)cc12	16	-4
COc1cccc(NC(=O)CSc2nc3ccccc3c(=O)n2Cc2cccs2)c1	21	-15
O=C(NNc1cccc(Cl)n1)Nc1ccccc1F	-3	-1
c1ccc(-c2nnc(CN3CCN(c4ccccc4)CC3)o2)cc1	4	-7
Cc1cccn2c(=O)c(C=C(C#N)C#N)c(N3CCN(C)CC3)nc12	16	-7
Cc1ccc(C)c(-n2cc[nH]c2=S)c1	8	-10
CCOc1ccc(C(O)c2nccn2C)cc1 (stereo unspecified)	9	-17
N=c1n(CCCOc2ccc(Br)cc2)c2ccccc2n1CC(N)=O	22	-5

Another view of some results above.
Under each structure – OX1R antag-1	OX1R antag-2
O=C(Cn1nc(C(=O)O)c2ccccc2c1=O)Nc1cccc(S(=O)(=O)N2CCCCCC2)c1
→ 32	43*
CCOCCCNC(=O)c1cc(-c2cccnc2)nc2ccc(S(=O)(=O)N3CCC(C)CC3)cc12
→ 16	-4
COc1cccc(NC(=O)CSc2nc3ccccc3c(=O)n2Cc2cccs2)c1
→ 21	-15
O=C(NNc1cccc(Cl)n1)Nc1ccccc1F
→ -3	-1

Continued:
SMILES	OX1R antag-1	OX1R antag-2
C[C@H]1CN=C(N(C)C)N1CCC1CCCC1	33	2
Cc1ccc(-n2nc3c(c2NC(=O)c2cccs2)CSC3)cc1	15	8
CCOCCCNC(=O)CCC(=O)NNc1nc2ccccc2c2nc(C)nn12	17	-28
CN(C)c1c2ccccc2nc2c(F)c(F)c(F)c(F)c12	21	-7
CC(=O)N1CCc2cc(Br)cc(S(=O)(=O)N3CCN(C(=O)c4ccco4)CC3)c21	11	-28
NC(=O)c1nsc(C(=O)N(CC(=O)NC2CCCC2)c2cccc(C(F)(F)F)c2)c1N	18	-18
COc1cc(N2Cc3ccccc3C2)ccc1C=O	8	-15
CC(=O)COc1cccc2ccc(/C=C/c3ccc(Br)s3)nc12	18	-31
c1ccc2c(N3CCOCC3)nc(N3CCOCC3)nc2c1	19	-9
O=[N+]([O-])c1ccc(COc2ccc(-c3[nH]ncc3-c3ccccc3)c(O)c2)cc1	20	-24
CC(=O)NS(=O)(=O)c1ccc(NC(=O)CCC2CCCC2)cc1	17	-11
CCc1cc2c(NC(Cc3ccccc3)C(=O)O)nc(C)nc2s1 (stereo unspecified)	9	-8

Shown with the structure last: 6 of the compounds above
OX1R antag-1,OX1R antag-2,Compound
17,-28,CCOCCCNC(=O)CCC(=O)NNc1nc2ccccc2c2nc(C)nn12
21,-7,CN(C)c1c2ccccc2nc2c(F)c(F)c(F)c(F)c12
11,-28,CC(=O)N1CCc2cc(Br)cc(S(=O)(=O)N3CCN(C(=O)c4ccco4)CC3)c21
18,-18,NC(=O)c1nsc(C(=O)N(CC(=O)NC2CCCC2)c2cccc(C(F)(F)F)c2)c1N
8,-15,COc1cc(N2Cc3ccccc3C2)ccc1C=O
18,-31,CC(=O)COc1cccc2ccc(/C=C/c3ccc(Br)s3)nc12
